GLD-1 TGE inh: GLD-1-TGE RNA interaction inhibition (C. elegans). purified GLD-1 + fluorescein TGE RNA, fluorescence polarization. inhibition, % at 5.96 µM. 320,000 compounds, 0.44% hits. AID 2280;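 active means percent inhibition above a per-plate cutoff, the plate mean of test compounds plus 3 SD, cut at about 30% in these data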;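 further: 0% = DMSO wells with GLD-1 and probe and 100% = wells lacking GLD-1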
BCLXL inh: inhibitors of human Bcl-xL; inhibition, % at 10.9 µM; Q07817; GST-Bcl-xL / FITC-Bim BH3 peptide fluorescence polarization; 320,000 compounds, 0.7% hits;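 active means inhibition above the mean of all tested compounds plus 3 SD, cutoff set per campaign, cut at about 30% in these data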;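 further: 0% = DMSO wells and 100% = unlabeled Bim-BH3 peptide competitor; inhibitors lower millipolarization by displacing the labeled peptide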
MEX-5 binding: C. elegans MEX-5 TCR-2 RNA binding activity; Q9XUB2; MEX-5/FITC-TCR2 RNA binding, fluorescence polarization; hits give low values; activity score (negative = inhibition of binding), % at 10 µM; 300,000 compounds, 0.38% hits;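 active means inhibition past about -25% in most replicates, and total fluorescence under double the plate's negative control median, limit read from the data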;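 further: 0% = DMSO and -100% = 5 µM competing unlabeled TCR2 RNA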
MCL1-BIM inh: disrupts human MCL1 binding to BIM-BH3 peptide | inhibition, % at 10.9 µM | GST-MCL1 / FITC-Bim-BH3 fluorescence polarization | 320,000 compounds, 0.68% hits | Q07820 | AID 2057;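 active means inhibition above the mean inhibition of all tested compounds plus 3 SD, set per campaign, cut at about 40% in these data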;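 further: 0% = DMSO wells and 100% = unlabeled Bim-BH3 peptide control; higher means more loss of mP so more displacement of Bim peptide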
CIT2-GFP yeast: alters CIT2-GFP fluorescence in TOR pathway yeast screen. 320,000 compounds, 0.065% hits. S. cerevisiae CIT2-GFP strain, flow cytometry, 3 h; 100 means same as DMSO wells. AID 2029. GFP response vs DMSO, % at 10 µM;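 active means GFP response relative to DMSO above a set limit, near the screen mean plus 3 SD, cut at about 150% in these data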;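 further: ratio of well median GFP fluorescence to mean of DMSO wells on the plate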
VLA-4 inh: inhibition in a human VLA-4 binding assay; P13612; VLA-4 expressing cells, ligand binding flow cytometry; inhibition, % (about 7 µM as worked out from the volumes in the protocol); 330,000 compounds, 0.2% hits; AID 2557; in the data active means inhibition above about 50%
Target sequence (P13612 whole entry, looked up): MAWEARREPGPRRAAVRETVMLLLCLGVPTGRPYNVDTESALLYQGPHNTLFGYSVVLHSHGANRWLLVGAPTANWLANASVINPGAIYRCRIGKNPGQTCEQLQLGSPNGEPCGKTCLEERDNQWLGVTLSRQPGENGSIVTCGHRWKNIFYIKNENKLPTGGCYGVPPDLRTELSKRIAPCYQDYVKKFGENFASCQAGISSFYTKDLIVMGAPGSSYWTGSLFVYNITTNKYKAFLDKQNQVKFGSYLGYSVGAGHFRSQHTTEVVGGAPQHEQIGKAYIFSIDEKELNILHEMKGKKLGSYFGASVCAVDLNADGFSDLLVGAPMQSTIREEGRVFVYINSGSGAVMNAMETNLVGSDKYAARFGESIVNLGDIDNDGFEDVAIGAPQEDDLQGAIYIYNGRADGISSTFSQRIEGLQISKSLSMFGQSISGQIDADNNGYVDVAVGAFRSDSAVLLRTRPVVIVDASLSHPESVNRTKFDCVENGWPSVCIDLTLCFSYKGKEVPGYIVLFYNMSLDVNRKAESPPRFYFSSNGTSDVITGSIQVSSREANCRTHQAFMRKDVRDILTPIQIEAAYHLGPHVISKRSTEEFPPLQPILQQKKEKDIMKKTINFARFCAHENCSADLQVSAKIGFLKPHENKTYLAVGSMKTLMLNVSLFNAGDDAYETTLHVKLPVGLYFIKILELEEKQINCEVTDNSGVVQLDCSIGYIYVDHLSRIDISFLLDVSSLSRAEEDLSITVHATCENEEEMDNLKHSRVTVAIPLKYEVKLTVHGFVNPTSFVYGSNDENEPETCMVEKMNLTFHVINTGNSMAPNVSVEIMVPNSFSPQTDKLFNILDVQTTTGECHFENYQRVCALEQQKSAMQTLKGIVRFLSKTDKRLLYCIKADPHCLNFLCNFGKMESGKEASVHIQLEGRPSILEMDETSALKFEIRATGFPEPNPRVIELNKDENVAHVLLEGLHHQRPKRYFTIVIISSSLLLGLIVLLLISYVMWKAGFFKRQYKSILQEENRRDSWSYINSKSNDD
CR mimetic SO: lowers age-related superoxide in aged yeast cells; 330,000 compounds, 0.18% hits; AID 2690; S. cerevisiae aged cells, superoxide DHE fluorescence; hits give low values; superoxide response (% of plate mean), % at 10 µM;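 active means superoxide response under a set limit, about three screen SD below normal, cut at about 65% in these data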;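 further: yeast aged for seven days with compound at 30 °C before DHE staining; 100% = average MFI of all compound-treated wells on the plate with controls excluded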
GRK2 aptamer HTS: blocks RNA aptamer binding to human GRK2; inhibition of aptamer binding, % at 10 µM; P25098; 330,000 compounds, 0.59% hits; AID 488847; bead flow cytometry, FAM-aptamer displacement from GRK2;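 active means inhibition of aptamer binding above 40%, roughly 3 SD of noise, on plates passing a quality check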;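 further: median bead fluorescence of bound FAM aptamer so fluorescent compounds give negative values; no value below 0 was filed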
AGP1 TOR yeast: modulators of TOR pathway AGP1-GFP in S. cerevisiae; S. cerevisiae AGP1-GFP multiplex flow cytometry, 3 h; GFP as percent of DMSO wells; GFP response vs DMSO, % at 10 µM; 320,000 compounds, 0.02% hits; AID 2066;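 active means GFP response relative to DMSO above a set limit, near screen average plus 3 SD, cut at about 150% in these data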;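 further: median GFP channel fluorescence of the gated AGP1 strain per well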
* = called active by the depositor; x = not tested or not shown.

compound	GLD-1 TGE inh	BCLXL inh	MEX-5 binding	MCL1-BIM inh	CIT2-GFP yeast	VLA-4 inh	CR mimetic SO	GRK2 aptamer HTS	AGP1 TOR yeast
Cc1ccc(S(=O)(=O)NC(C)(C)CSc2nncn2N)cc1	-8	-1	-0.7	-9	102	8	105	2	105
Cc1cc(OCC(=O)NCCCn2ccnc2)c2c(C)c(C)c(=O)oc2c1	5	3	5.0	10	101	-8	87	0	104
CC(C)C(NC(=O)C12CC3CC(CC(C3)C1)C2)C(=O)N/N=C/C1=C(N2CCOCC2)C(=C\c2cccc([N+](=O)[O-])c2)/CC1 (stereo not given)	4	6	1.9	6	86	10	110	3	91
CC(=O)c1cccc(NCC(=O)c2ccc(C)c([N+](=O)[O-])c2)c1	-2	-1	1.3	0	105	-8	108	3	108
COc1cccc(C(=O)CSc2nc3ccccc3n2CC(=O)N2CCOCC2)c1	5	3	-0.2	4	105	6	82	1	102
O=S1(=O)CCC(NS(=O)(=O)c2ccc3ccccc3c2)C1 (stereo not given)	-1	2	-1.1	-1	107	13	101	0	108
O=C(Cc1ccc(S(=O)(=O)N2CCOCC2)s1)NCC(=O)Nc1ccccc1Br	3	-4	-1.7	-13	98	5	94	0	103
Cc1cc(C)cc(OCc2nnc(SCC(=O)N3CCN(c4ccccc4)CC3)o2)c1	16	18	-3.5	28	93	-5	93	1	96
O=C1C=C(NC2CCCCC2)CCC1	3	4	-0.1	4	106	-6	99	2	87
O=C(N1CCOCC1)N1c2ccccc2CC(N2CCOCC2)c2ccccc21 (stereo not given)	-2	0	x	6	91	24	101	0	x
Cn1c2ccccc2c2nnc(SCC(=O)Nc3cccc(O)c3)nc21	9	11	1.9	10	94	5	100	3	96
O=C1N=C(N2CCOCC2)S/C1=C\c1cccnc1	19	26	-14	25	100	6	104	1	112
CCOC(=O)C[C@H]1c2cc(F)ccc2S(=O)(=O)N1C(C)(C)C	-6	0	0.9	8	91	-2	106	1	88
COc1cc(C(C(=O)NCc2ccccc2)N(Cc2ccco2)C(=O)c2cnccn2)cc(OC)c1OC (stereo not given)	4	3	-4.3	2	111	-10	105	0	111
CC(C)c1ccccc1N=C1SCCCN1C(=O)c1cccc(N2C(=O)CCC2=O)c1	-1	3	1.6	-5	94	2	117	4	96
Cc1ccnc(NC(=O)Cc2ccc(-c3ccccc3)cc2)c1	1	11	-0.1	1	126	-7	118	0	108
Cc1cc(NCCN2CCOCC2)n2ncc(-c3ccccc3)c2n1	11	3	-1.4	2	96	10	98	0	86
Cc1cc(C)n(CC(O)Cn2c3ccc(Br)cc3c3cc(Br)ccc32)c(=O)n1 (stereo not given)	-1	5	0.6	-2	98	28	92	0	99
O=C(c1ccc(Cl)c(Cl)c1)c1cc(-c2ccccn2)c(N2CCOCC2)s1	-4	-2	5.0	-6	100	20	94	1	94
COc1ccccc1-c1nnc(SCC(=O)NC2CCS(=O)(=O)C2)n1CCc1ccccc1 (stereo not given)	0	-3	-1.6	-15	107	19	83	0	109
Cc1ccccc1CSc1nnc(-c2cnccn2)n1C	3	4	0.8	5	87	12	103	1	99
CCn1nnnc1NCc1ccc(N2CCCC2)cc1	-15	8	1.1	9	103	-3	102	0	104
COc1cccc(NC(=S)NNC(=O)Cn2nc(C(F)F)cc2C(F)F)c1	1	5	0.7	13	92	12	93	0	92
C=CCc1cccc(Cl)c1OCCON1C(=O)CCC1=O	5	3	2.6	-6	105	30	97	1	100
CCOC(=O)c1ccccc1NC(=O)CCNC(=O)Cn1cnc2ccccc2c1=O	2	1	-5.5	2	106	3	111	1	102
O=C(CS(=O)Cc1ccccc1Cl)Nc1ccccc1Cl (stereo not given)	6	-2	-0.2	-11	80	-3	104	0	85
O=C(Nc1cc([N+](=O)[O-])ccc1O)NC1CCS(=O)(=O)C1 (stereo not given)	0	-5	x	0	96	14	113	0	92
CCC(C)NC(=O)C(Sc1ccccc1)c1ccccc1 (stereo not given)	-3	-6	-1.7	-6	100	4	93	0	100
O=C(O)c1ccc(Cl)c(S(=O)(=O)NCc2cccnc2)c1	-3	-4	3.5	-6	105	31	95	17	110
N#Cc1nc(-c2ccco2)oc1NCc1ccccc1Cl	-2	1	3.8	-4	88	3	95	3	92
CC(C)(C)C1=C[C@@H](CO)C[C@@H](CO)C1	5	3	1.0	8	116	-8	104	5	104
O=C(CC1C(=O)CCCC1=O)c1ccccc1	-2	8	1.2	2	x	12	99	3	89
Cc1nn(-c2ccccc2)c(Cl)c1/C=N/NC(=O)c1ccc(NS(=O)(=O)c2cccs2)cc1	-4	-2	2.6	-2	97	-2	102	1	101
O=C(CN1CCN(c2ccc([N+](=O)[O-])cc2Cl)CC1)N1CCOCC1	-3	3	-2.3	5	93	17	108	0	98
O=C1CSC(c2ccc(Cl)cc2Cl)N1c1ccccn1 (stereo not given)	3	1	-0.6	9	98	10	104	3	93
CNC(=O)[C@H]1O[C@@H](n2cnc3c(NCc4cccc(I)c4)nc(Cl)nc32)[C@H](O)[C@@H]1O	-8	10	x	1	84	5	88	3	89
CN1CCN(c2nc3c(c(=O)n(C)c(=O)n3C)n2Cc2cccc3ccccc23)CC1	-5	1	1.5	4	113	5	96	3	104
COc1ccc(/C=N/NC(=O)c2ccncc2)cc1CN1CCOCC1	-2	4	1.6	3	95	2	94	2	107
COC(=O)[C@@H](Cc1c[nH]c2ccccc12)NC(=O)c1ccc2c(c1)OCO2	0	-3	0.3	-9	113	5	97	1	111
Cc1cccc(NC(=O)CN2C(=S)NC(C)(C)CC2C)c1 (stereo not given)	-4	7	3.4	12	95	-2	94	0	96
O=C1c2cccc3cccc(c23)C(=O)N1CCCn1ccnc1	0	0	-16	6	90	3	111	0	103
CCOC(=O)C1CCCN(c2ncnc3c2oc2ccccc23)C1 (stereo not given)	-3	0	-0.4	-7	103	2	111	2	87
Cc1ccc(CSc2nc3nc(C)cc(C)n3n2)cc1	4	0	1.0	-10	110	10	96	2	104
c1nc(N2CCCCCC2)c2[nH]cnc2n1	7	7	2.7	13	97	-16	98	0	100
CC1CCN(C(=O)Cn2c(=O)n(CCc3ccccc3)c(=O)c3ccccc32)CC1	0	1	-1.9	-1	107	-7	83	0	103
COC(=O)CCCC1=CC2=CC(=O)C(C)(O)C(=O)C2=CO1 (stereo not given)	24	23	-39*	30	x	x	x	x	x
CC(C)=CCC[C@](C)(O[C@@H]1O[C@H](CO[C@@H]2O[C@H](CO)[C@@H](O)[C@H](O)[C@H]2O)[C@@H](O)[C@H](O)[C@H]1O)C1CC[C@]2(C)C1C(=O)CC1[C@@]3(C)CC[C@H](O[C@H]4O[C@@H](CO)[C@H](O)[C@@H](O)[C@@H]4O)C(C)(C)C3CC[C@]12C (stereo not given in full)	3	x	x	x	99	1	92	2	111
Cc1csc(NC(=O)c2ccc(C(=O)Nc3nc(C)cs3)cc2)n1	-6	0	0.8	16	104	-10	109	7	105
CC(c1ccccc1)N1CCn2c(nc3cc(NS(C)(=O)=O)ccc32)C1 (stereo not given)	0	2	-2.0	-6	86	1	101	3	91
COc1ccc(N2CCN(C(=O)c3cccc(Cn4cc(Cl)cn4)c3)CC2)cc1	-3	3	-3.6	8	79	-13	100	1	84

Going on with the list:
compound	GLD-1 TGE inh	BCLXL inh	MEX-5 binding	MCL1-BIM inh	CIT2-GFP yeast	VLA-4 inh	CR mimetic SO	GRK2 aptamer HTS	AGP1 TOR yeast
COc1ccccc1CNS(=O)(=O)c1ccc(NC(C)=O)cc1	4	2	1.3	5	98	6	75	0	97
COC(=O)c1nnn(CC(=O)Nc2cc(Cl)ccc2C)c1C(=O)OC	-2	4	2.1	-1	82	4	91	1	95
Cn1cc(CNC(=O)c2ccc3nc(Cc4ccccc4F)oc3c2)cn1	9	2	0.4	-4	94	-9	115	0	96
Cc1ccc(C)c(OCc2cc(C(=O)N3CCN(c4ccccc4C)CC3C)no2)c1 (stereo not given)	-3	2	2.9	-8	100	3	99	4	102
CCCCOCCCNC(=O)c1c(-c2ccccc2)noc1C	-2	2	-3.7	5	110	18	96	0	106
C(=N\Nc1nc(N2CCCC2)nc(N2CCCC2)n1)/c1cccnc1	-6	4	-2.0	2	97	-5	95	0	95
CN(C)CCCn1c2c(c(SCC(=O)Nc3cccc4ccccc34)nc1=O)CCC2	1	3	-0.4	5	96	34	98	2	101
O=C(c1ccco1)N1CCN(S(=O)(=O)c2ccc3c(c2)CCN3C(=O)C2CCC2)CC1	-3	-2	-0.1	-2	83	13	109	4	96
Cc1cc(C)c(S(=O)(=O)N2CCN(C)CC2)c(C)c1	6	-3	0.3	1	84	1	97	0	88
CN(CC(=O)Nc1ccc(Cl)cc1)CC(=O)Nc1cccc(Br)c1	5	0	1.1	-22	92	-3	104	2	93
CCOC(=O)c1cnc2c(ccc3ccccc32)c1NCCO	1	9	-1.2	8	98	23	99	0	104
COCCN1C(=O)c2ccccc2C(C(=O)NCCCN2CCCC2)C1c1c[nH]c2ccccc12 (stereo not given)	-2	3	1.1	5	93	12	92	0	98

Assay outcomes: PubChem BioAssay, several laboratories
